Dynein cargo inh = dynein cargo transport inhibition. 3617.4 mouse cells, GR-EGFP nuclear translocation imaging; test concentration mostly 20 µM; stimulated with dexamethasone, 1 µM; stronger effect = lower value. z-score, hits read low. hit rate 0.47% among 220,000. AID 1381;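 active = plate z-score of nuclear minus cytoplasmic receptor signal below a set negative limit, without overly bright fluorescence or cell loss, cut at about -3.5 in these data, passing the limit was not always enough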;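 note: z-score of nuclear minus cytoplasmic ring GR-EGFP intensity difference per well; some compounds called inactive have numbers as strong as hits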
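Schedule: 48 h induction, then 1 h compound, then 30 min agonist, 37 °C. Buffer or medium: tetracycline-free induction medium containing charcoal-stripped FBS. Reagent: 1.0 µM final dexamethasone stimulus. Evaluation: nuclear versus cytoplasmic GR-EGFP signal, averaged per well. Signal: high-content fluorescence imaging after fixation.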
HEK293 NOD2/NF-kB = NOD2 signaling inhibitors, cell-based, luminescence, uHTS, HEK293 (AID 1566). hit rate 0.63% among 290,000. HEK293 NOD2/NF-kB luciferase reporter, luminescence; higher % means a stronger effect. one-dose inhibition, % at 4 µM; EC50 in µM for titrated hits; in the data active = inhibition above about 50%; note: many of its hits are not listed in these tables
Yfh1-depleted yeast = enhancers of respiration in Yfh1-depleted yeast, dose response, Friedreich's ataxia, plus single-dose screen (AID 1465) | S. cerevisiae Yfh1-off respiration, WST-1 reduction, 72 h; higher fold induction means a stronger effect | one-dose fold induction at 50 µM; EC50 in µM for titrated hits | hit rate 0.074% among 220,000;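 active = fold induction of absorbance versus untreated yeast above a set limit, then at least 30% activation at any dose in follow-up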;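 note: activators that raise dye reduction in frataxin-depleted yeast; strong numbers were not always called active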
NOD1 inhibition = inhibition of NOD1-driven NF-kB reporter – cell-based, luminescence, uHTS, primary screen (AID 1578); NOD1-driven NF-kB luciferase reporter cells, luminescence; higher % means a stronger effect; inhibition, % at 4 µM; hits with a dose series show EC50 in µM; hit rate 1% among 290,000; in the data active = inhibition mostly above about 36%, no sharp cut-off; inactive = mostly below about 34%;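 note: HEK-293T reporter cells stimulated with the NOD1 agonist gamma-tri-DAP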
MT stabilizer = stabilizes microtubules in HeLa cells. HeLa tubulin immunostaining HCS, 24 h; share of cells brighter than vehicle mean+2SD. hit rate 0.83% among 200,000. AID 2205. % tubulin-high responders, % at 10 µM;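 active = plate Z-score above 3 for both tubulin-high and condensed-nucleus cell shares, with cell loss under 80%, at 10 µM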;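 note: anti alpha tubulin signal scored within the nucleus-defined area of each cell; some results filed as inactive read as strong as hits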
Autophagy mod = alters autophagy in cells. MEF GFP-LC3 puncta imaging; test concentration mostly 10 µM. calls only at 10 µM (by protocol). hit rate 0.98% among 190,000;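 active = percentage of spot-positive cells more than 3 SD above its plate mean, without a fluorescence outlier flag or 80% toxicity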;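 note: spot-positive cell cutoff set from DMSO-treated cells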
Insulin prom up = MIN6 insulin promoter up-regulation. MIN6 insulin promoter-GFP reporter, high-content imaging; stronger effect = higher value. z-score at 5 µM. hit rate 0.3% among 190,000;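 active = z-score above 3 at 5 µM with at least 500 cells counted in the well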
bCat nuc transl = alters nuclear translocation of beta-catenin in HeLa cells; immunofluorescence imaging; nuclear translocation activity, % at 5 µM; hit rate 0.3% among 190,000; AID 1665;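 active = nuclear translocation activity above 50% at 5 µM, with a well cell count of 50 or more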;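 note: per-cell ratio of nuclear to cytoplasmic median beta-catenin stain intensity; plate controls were DMSO negative control for no effect and GSK-3 inhibitor IX positive control for full effect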
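Test system: human HeLa cell line; Doses: 5 µM primary, 0.02–20 µM confirmation; Incubation: 24 h compound exposure, 37°C; Detection: beta-catenin immunofluorescence imaging with DAPI; Read-out: beta-catenin nuclear/cytoplasmic ratio, % activation.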
P. falciparum M17LAP = P. falciparum M17LAP inhibitors, primary screen, biochemical, fluorogenic H-Leu-NHMec substrate, 1536-well (AID 1619); recombinant M17LAP, H-Leu-NHMec fluorogenic kinetic assay; higher % means a stronger effect; inhibition, % at 30 µM, or IC50 in µM where a hit was titrated; hit rate 0.38% among 220,000;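 active = compound inhibiting the enzyme by more than half at any dose during confirmatory dose-response retesting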;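 note: plate controls were full reaction with DMSO carrier for no effect and no enzyme background for full effect; strong numbers were not always called active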
Dynein cargo inh cytoplasmic EGFP = recorded beside Dynein cargo inh, whose call it bears; z-score; measured here: cytoplasmic GR-EGFP intensity; stronger effect = higher value
Dynein cargo inh nuclear GR-EGFP = recorded beside Dynein cargo inh, whose call it bears; z-score; measured here: nuclear GR-EGFP intensity;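 lower value marks the stronger effect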
Dynein cargo inh cell count = recorded beside Dynein cargo inh, whose call it bears; z-score; measured here: cell count per field
Insulin prom up cell count = recorded beside Insulin prom up, whose call it bears; cell count; measured here: cytotoxicity, nuclei count;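 total cells summed across four imaged fields per well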
bCat nuc transl cell count 5 µM = second read-out of bCat nuc transl, no call of its own (marks repeat the call); cell count; measured here: cell count, cytotoxicity flag
MT stabilizer Hoechst-high % = further read-out of MT stabilizer, marked with its call; % Hoechst-high responders; measured here: nuclear condensation Hoechst responders;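 share of cells brighter than vehicle mean plus two SD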
MT stabilizer cytotoxicity % = also measured in MT stabilizer; calls as there; toxicity, %; measured here: cytotoxicity by cell density;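 0% = mean cell density of plate MIN control wells and 100% = no cells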
Autophagy mod cell loss 18 h = recorded beside Autophagy mod, whose call it bears; toxicity, %; measured here: cell loss, nuclei count;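 cell loss after 18 h compound exposure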
* marks the source's active call; other numbers are inactive results. Some of the compounds tested, so the mix of outcomes need not match the whole.

For C/C(O)=C\c1nc2ccccc2oc1=O the results were Dynein cargo inh 1.2, HEK293 NOD2/NF-kB 0%, Yfh1-depleted yeast inactive, NOD1 inhibition 1%, MT stabilizer 1.5, Autophagy mod inactive, P. falciparum M17LAP 12%, Dynein cargo inh cytoplasmic EGFP -0.022, Dynein cargo inh nuclear GR-EGFP 0.45, Dynein cargo inh cell count -2, MT stabilizer Hoechst-high % 0.7, MT stabilizer cytotoxicity % 1.3 and Autophagy mod cell loss 18 h -6.
CCCC(=O)Nc1ccc(N2CCN(S(C)(=O)=O)CC2)cc1 was read as Dynein cargo inh 1.2, HEK293 NOD2/NF-kB 8%, Yfh1-depleted yeast inactive, NOD1 inhibition -23%, MT stabilizer 2.3, Autophagy mod inactive, Insulin prom up -0.2, bCat nuc transl 0.4, P. falciparum M17LAP 3%, Dynein cargo inh cytoplasmic EGFP -0.26, Dynein cargo inh nuclear GR-EGFP 0.23, Dynein cargo inh cell count -1, Insulin prom up cell count 1160, bCat nuc transl cell count 5 µM 489, MT stabilizer Hoechst-high % 2.2, MT stabilizer cytotoxicity % 10 and Autophagy mod cell loss 18 h 6.
For Cc1nn(-c2nc3ccccc3s2)c(N)c1-c1ccccc1 the results were Dynein cargo inh -1.4, HEK293 NOD2/NF-kB -123%, Yfh1-depleted yeast inactive, NOD1 inhibition -10%, MT stabilizer 4.3, Autophagy mod inactive, P. falciparum M17LAP 11%, Dynein cargo inh cytoplasmic EGFP -0.27, Dynein cargo inh nuclear GR-EGFP -0.84, Dynein cargo inh cell count 1, MT stabilizer Hoechst-high % 1.6, MT stabilizer cytotoxicity % 4.6 and Autophagy mod cell loss 18 h -6.
Cn1nnc2cc(C(=O)Nc3ccc(Cl)cc3)ccc21 was read as Dynein cargo inh -0.63, HEK293 NOD2/NF-kB -40%, Yfh1-depleted yeast inactive, NOD1 inhibition -46%, MT stabilizer 2.0, Autophagy mod inactive, Insulin prom up -0.01, bCat nuc transl -0.1, Dynein cargo inh cytoplasmic EGFP -0.29, Dynein cargo inh nuclear GR-EGFP 0.054, Dynein cargo inh cell count 1.3, Insulin prom up cell count 1501, bCat nuc transl cell count 5 µM 1452, MT stabilizer Hoechst-high % 1.7, MT stabilizer cytotoxicity % 10 and Autophagy mod cell loss 18 h 1.
`CC(=O)c1cccc(NC(=O)/C(=C\c2cccnc2)NC(=O)c2ccco2)c1` gave Dynein cargo inh 1.1, HEK293 NOD2/NF-kB 7%, Yfh1-depleted yeast inactive, NOD1 inhibition -26%, MT stabilizer 3.1, Autophagy mod inactive, Insulin prom up 0.04, bCat nuc transl -7.1, P. falciparum M17LAP -7%, Dynein cargo inh cytoplasmic EGFP -0.22, Dynein cargo inh nuclear GR-EGFP 1.4, Dynein cargo inh cell count -1.3, Insulin prom up cell count 1575, bCat nuc transl cell count 5 µM 981, MT stabilizer Hoechst-high % 1.8, MT stabilizer cytotoxicity % 23 and Autophagy mod cell loss 18 h 6.
For Cn1c(=O)c2c(ncn2CC(COCc2ccccc2)OCc2ccccc2)n(C)c1=O (stereo not given) the results were Dynein cargo inh 0.94, HEK293 NOD2/NF-kB 17%, Yfh1-depleted yeast inactive, NOD1 inhibition 1%, Insulin prom up -0.62, bCat nuc transl 0.4, P. falciparum M17LAP -3%, Dynein cargo inh cytoplasmic EGFP -0.18, Dynein cargo inh nuclear GR-EGFP 0.42, Dynein cargo inh cell count -0.26, Insulin prom up cell count 1132 and bCat nuc transl cell count 5 µM 1208.
CCN1CCN(CCOc2ccccc2-c2ccccc2)CC1 was read as Dynein cargo inh -0.86, HEK293 NOD2/NF-kB -14%, Yfh1-depleted yeast inactive, NOD1 inhibition -11%, MT stabilizer 3.9, Autophagy mod inactive, Insulin prom up -0.22, bCat nuc transl -1.2, P. falciparum M17LAP 6%, Dynein cargo inh cytoplasmic EGFP 2.5, Dynein cargo inh nuclear GR-EGFP -0.012, Dynein cargo inh cell count -0.51, Insulin prom up cell count 1320, bCat nuc transl cell count 5 µM 1558, MT stabilizer Hoechst-high % 1.6, MT stabilizer cytotoxicity % 3.3 and Autophagy mod cell loss 18 h 2.
`CNC(=S)SCCOc1ccccc1C` gave Dynein cargo inh 0.062, HEK293 NOD2/NF-kB 0%, Yfh1-depleted yeast inactive, NOD1 inhibition -5%, MT stabilizer 6.4, Autophagy mod inactive, Insulin prom up -0.07, bCat nuc transl -0.7, P. falciparum M17LAP 8%, Dynein cargo inh cytoplasmic EGFP -0.12, Dynein cargo inh nuclear GR-EGFP -0.11, Dynein cargo inh cell count -0.25, Insulin prom up cell count 1311, bCat nuc transl cell count 5 µM 1090, MT stabilizer Hoechst-high % 3.6, MT stabilizer cytotoxicity % 2.2 and Autophagy mod cell loss 18 h -2.
CCC(C)NS(=O)(=O)c1ccc(OCC(=O)N2CCCC2)cc1 (stereo not given) was read as Dynein cargo inh -0.64, HEK293 NOD2/NF-kB 7%, Yfh1-depleted yeast inactive, NOD1 inhibition -12%, MT stabilizer 2.9, Autophagy mod inactive, Insulin prom up 0.57, bCat nuc transl -0.4, P. falciparum M17LAP 5%, Dynein cargo inh cytoplasmic EGFP -0.21, Dynein cargo inh nuclear GR-EGFP -0.33, Dynein cargo inh cell count 0.74, Insulin prom up cell count 985, bCat nuc transl cell count 5 µM 1162, MT stabilizer Hoechst-high % 2.3, MT stabilizer cytotoxicity % 5.9 and Autophagy mod cell loss 18 h 1.
CSc1ccccc1NC(=O)Nc1ccccc1Cl was read as Dynein cargo inh 0.42, HEK293 NOD2/NF-kB -10%, Yfh1-depleted yeast inactive, NOD1 inhibition -9%, Insulin prom up -0.77, bCat nuc transl 1.0, P. falciparum M17LAP 0%, Dynein cargo inh cytoplasmic EGFP -0.25, Dynein cargo inh nuclear GR-EGFP 0.12, Dynein cargo inh cell count 0.38, Insulin prom up cell count 1068 and bCat nuc transl cell count 5 µM 1247.
Screening Nc1ccccc1Nc1cc(-c2ccccc2)nn1-c1ccccc1 returned Dynein cargo inh -0.51, HEK293 NOD2/NF-kB 0%, Yfh1-depleted yeast inactive, NOD1 inhibition -21%, MT stabilizer 4.1, Autophagy mod inactive, Insulin prom up 0.96, bCat nuc transl -2.0, P. falciparum M17LAP -12%, Dynein cargo inh cytoplasmic EGFP -0.2, Dynein cargo inh nuclear GR-EGFP -0.029, Dynein cargo inh cell count 0.053, Insulin prom up cell count 1442, bCat nuc transl cell count 5 µM 1180, MT stabilizer Hoechst-high % 3.5, MT stabilizer cytotoxicity % 5.2 and Autophagy mod cell loss 18 h 1.
Screening COc1ccc(-c2oc3ncn(CCN4CCOCC4)c(=N)c3c2-c2ccc(OC)cc2)cc1 returned Dynein cargo inh -0.11, HEK293 NOD2/NF-kB 16%, Yfh1-depleted yeast inactive, NOD1 inhibition -2%, MT stabilizer 4.4, Autophagy mod inactive, Insulin prom up 0.33, bCat nuc transl 9.8, P. falciparum M17LAP 6%, Dynein cargo inh cytoplasmic EGFP 0.21, Dynein cargo inh nuclear GR-EGFP 0.37, Dynein cargo inh cell count 1.7, Insulin prom up cell count 1921, bCat nuc transl cell count 5 µM 873, MT stabilizer Hoechst-high % 2.0, MT stabilizer cytotoxicity % 14 and Autophagy mod cell loss 18 h -9.
For CC(=O)Nc1ccc(N2C(=O)CSC2c2cccc([N+](=O)[O-])c2)cc1 (stereo not given) the results were Dynein cargo inh -0.32, HEK293 NOD2/NF-kB 13%, Yfh1-depleted yeast inactive, NOD1 inhibition -27%, MT stabilizer 0.2, Autophagy mod inactive, Insulin prom up -0.12, bCat nuc transl -0.2, P. falciparum M17LAP 1%, Dynein cargo inh cytoplasmic EGFP -0.39, Dynein cargo inh nuclear GR-EGFP 0.3, Dynein cargo inh cell count 0.26, Insulin prom up cell count 1041, bCat nuc transl cell count 5 µM 939, MT stabilizer Hoechst-high % 2.4, MT stabilizer cytotoxicity % 4.8 and Autophagy mod cell loss 18 h -3.
`COc1ccc(/C=N\NC(=O)c2cc(O)c(O)c(O)c2)cc1CN1CCN(c2ccc(F)cc2)CC1` gave Dynein cargo inh -0.12, HEK293 NOD2/NF-kB 4%, Yfh1-depleted yeast inactive, NOD1 inhibition 10%, MT stabilizer 4.0, Autophagy mod inactive, Insulin prom up -0.44, bCat nuc transl 5.5, P. falciparum M17LAP 8%, Dynein cargo inh cytoplasmic EGFP -0.22, Dynein cargo inh nuclear GR-EGFP 0.036, Dynein cargo inh cell count -0.13, Insulin prom up cell count 1402, bCat nuc transl cell count 5 µM 986, MT stabilizer Hoechst-high % 1.8, MT stabilizer cytotoxicity % 10 and Autophagy mod cell loss 18 h -13.

A portion taken from the entries so far, as a working copy:
For C/C(O)=C\c1nc2ccccc2oc1=O the results were Dynein cargo inh 1.2, HEK293 NOD2/NF-kB 0%, Yfh1-depleted yeast inactive, NOD1 inhibition 1%, MT stabilizer 1.5, Autophagy mod inactive, P. falciparum M17LAP 12%, Dynein cargo inh cytoplasmic EGFP -0.022, Dynein cargo inh nuclear GR-EGFP 0.45, Dynein cargo inh cell count -2, MT stabilizer Hoechst-high % 0.7, MT stabilizer cytotoxicity % 1.3 and Autophagy mod cell loss 18 h -6.
CCCC(=O)Nc1ccc(N2CCN(S(C)(=O)=O)CC2)cc1 was read as Dynein cargo inh 1.2, HEK293 NOD2/NF-kB 8%, Yfh1-depleted yeast inactive, NOD1 inhibition -23%, MT stabilizer 2.3, Autophagy mod inactive, Insulin prom up -0.2, bCat nuc transl 0.4, P. falciparum M17LAP 3%, Dynein cargo inh cytoplasmic EGFP -0.26, Dynein cargo inh nuclear GR-EGFP 0.23, Dynein cargo inh cell count -1, Insulin prom up cell count 1160, bCat nuc transl cell count 5 µM 489, MT stabilizer Hoechst-high % 2.2, MT stabilizer cytotoxicity % 10 and Autophagy mod cell loss 18 h 6.

Bioassay records from PubChem.
